Rpn11 inh – Rpn11 (PSMD14) deubiquitinase inhibitors, primary screen, biochemical, fluorescence polarization, uHTS; human 26S proteasome, Ub4-pepOG fluorescence polarization; 20S core pre-blocked with epoxomicin; calls only at 20 µM; 360,000 tested, 0.59% active; AID 588493, 2011; 26S proteasome non-ATPase regulatory subunit 14 (Homo sapiens), O00487;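 active means inhibition at 20 µM, scaled to each plate's controls, above about 33%, limit read from the data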
Target sequence (O00487 whole entry, looked up): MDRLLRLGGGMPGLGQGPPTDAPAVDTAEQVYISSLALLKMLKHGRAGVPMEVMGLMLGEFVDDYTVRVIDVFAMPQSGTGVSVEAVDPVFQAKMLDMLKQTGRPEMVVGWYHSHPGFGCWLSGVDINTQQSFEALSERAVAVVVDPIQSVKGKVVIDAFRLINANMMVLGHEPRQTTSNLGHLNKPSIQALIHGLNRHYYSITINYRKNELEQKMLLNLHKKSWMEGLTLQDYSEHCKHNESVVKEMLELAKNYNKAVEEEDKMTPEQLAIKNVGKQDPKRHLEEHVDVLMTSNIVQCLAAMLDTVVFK
MT1-MMP act inh – blockers of MT1-MMP proenzyme processing, primary screen, HT1080 RFP-PRO-GFP cells, GFP/RFP fluorescence; GFP/RFP ratio change, % at 20 µM; GFP/RFP ratio fluorescence, overnight; percent of plate control window, DMSO zero; AID 651647, 2012; 360,000 tested, 0.061% active;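 active means GFP/RFP ratio change of at least 30% with cell ATP level not reduced by more than half and red fluorescence within 50% of control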; further: strong numbers were not always called active
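Test system: HT1080 cells expressing an RFP-PRO-GFP fluorescent reporter construct / Compound dosing: single-point 20 µM compound, 1% DMSO / Schedule: cells overnight before dosing, compound overnight, 37 °C, 5% CO2 / Evaluation: GFP/RFP fluorescence ratio / Control set: DMSO and RFP-L50D-GFP cell wells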
Scp1 inh – Scp-1 phosphatase inhibitors, primary screen, biochemical, colorimetric, uHTS. Carboxy-terminal domain RNA polymerase II polypeptide A small phosphatase 1 (Homo …. Recombinant Scp1, phosphopeptide, malachite green phosphate absorbance. inhibition, % at 20 µM. 340,000 tested, 0.88% active. AID 493091, 2011;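 active means inhibition above about 50% at 20 µM, limit read from the data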;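 further: plate controls were DMSO wells with enzyme for no effect and wells lacking enzyme for full effect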
Target sequence (Q9GZU7 76-261 limits assumed): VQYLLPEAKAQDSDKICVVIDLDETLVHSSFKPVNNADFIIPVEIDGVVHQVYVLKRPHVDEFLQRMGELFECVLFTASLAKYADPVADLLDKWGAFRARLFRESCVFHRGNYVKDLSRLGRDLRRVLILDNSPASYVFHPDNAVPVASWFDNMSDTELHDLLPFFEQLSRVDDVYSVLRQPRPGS
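Incubation: 45 min enzyme reaction at room temperature / System: truncated SCP-1 phosphatase (76-261aa) / Reagent: Phospho 17-mer peptide substrate / Buffer or medium: Acidic Tris acetate buffer with magnesium and detergent / Signal: absorbance at 630 nm / Doses: one concentration, 20 µM, with 1.0% DMSO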
STEP inh – STEP phosphatase inhibitors, primary screen, biochemical, fluorescence intensity, uHTS; Tyrosine-protein phosphatase non-receptor type 5 (Homo sapiens), P54829; recombinant STEP, OMFP fluorogenic substrate; inhibition, % at 20 µM; 360,000 tested, 0.25% active; AID 588621, 2011;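 active means inhibition at 20 µM, scaled per plate between control wells, above about 37%, limit read from the data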;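 further: 0% = DMSO with enzyme and substrate and 100% = substrate only without enzyme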
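material = STEP tyrosine phosphatase | reagent = fluorogenic phosphatase substrate OMFP at 25 µM final | doses = single compound dose of 20 µM, 1% DMSO final | schedule = 20 min reaction, room temperature, in the dark | measured by = fluorescence, 480/540 nm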
SKN-1 block – suppressors of acrylamide-induced Pgst-4::GFP reporter in worms, primary screen, SKN-1 inhibitor project, whole organism, uHTS, GFP/RFP fluorescence ratio, strain VP596; C. elegans VP596 Pgst-4::GFP/RFP ratio, 24 h; inhibition, % at 21.8 µM; 360,000 tested, 0.49% active; AID 624304, 2012;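 active means interference check ratio from 0.5 to 1.5 plus GFP to RFP signal ratio inhibition reaching or exceeding a fixed threshold, cut at about 30% in these data, passing the limit was not always enough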; further: some compounds called inactive have numbers as strong as hits
NRP1-CendR mod – modulators of CendR peptide binding to NRP-1, primary screen, biochemical, fluorescence polarization, uHTS; AID 602438, 2012; FAM-RPARPAR peptide binding to NRP-1; 360,000 tested, 0.85% active; inhibition, % at 25 µM; Neuropilin-1 (Homo sapiens), O14786;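 active means inhibition or corrected inhibition above about 18%, plus a signal ratio from 0.5 to 1.5, limit read from the data, passing the limit was not always enough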; further: strong numbers were not always called active
NadD block – inhibitors of S. aureus NadD, primary screen, biochemical, colorimetric, uHTS. Nicotinate-nucleotide adenylyltransferase NadD (Staphylococcus aureus N315). purified NadD enzyme, colorimetric absorbance read-out. inhibition, % at 20 µM. 360,000 tested, 0.78% active. AID 602399, 2012; in the data active means inhibition above about 26%; further: some compounds past the cut are filed as inactive
SUMO1 PPI mod – modulators of SUMO1 protein-protein interactions, primary screen, biochemical, uHTS. SUMO1 binding to a labelled peptide, TR-FRET, 1 h. Small ubiquitin-related modifier 1 (Homo sapiens), P63165. AID 602429, 2012. inhibition, % at 20 µM. 360,000 tested, 0.33% active; in the data active means inhibition above about 37%
Target sequence (P63165 whole entry, looked up): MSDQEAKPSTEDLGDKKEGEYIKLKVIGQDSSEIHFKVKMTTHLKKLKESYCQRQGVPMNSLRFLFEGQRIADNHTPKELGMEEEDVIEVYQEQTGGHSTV
LMPTP block – LMPTP phosphatase inhibitors, primary screen, biochemical, fluorescence intensity, uHTS. Low molecular weight phosphotyrosine protein phosphatase (Homo sapiens), P24666. recombinant LMPTP-A, OMFP fluorogenic substrate. inhibition, % at 20 µM. 360,000 tested, 0.22% active;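 active means compounds that cut the enzyme signal by at least half of the control window in the single-dose screen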;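 further: plate controls were DMSO wells with enzyme plus substrate for no effect and substrate without enzyme for full effect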
Target sequence (P24666 whole entry, looked up): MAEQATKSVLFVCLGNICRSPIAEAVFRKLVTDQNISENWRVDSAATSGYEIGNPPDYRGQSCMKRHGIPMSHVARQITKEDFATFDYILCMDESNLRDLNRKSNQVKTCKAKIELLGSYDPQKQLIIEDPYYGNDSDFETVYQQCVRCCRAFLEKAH
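test system = LMPTP-A | amount = 0.625 nM LMPTP-A final | reagent = fluorogenic phosphatase substrate OMFP at 400 µM final | incubation = 50 min at room temperature | benchmarks = no-enzyme low control, uninhibited high control | medium = Bis-Tris pH 6.0, DTT, detergent | signal = fluorescence intensity of OMFP turnover product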
DNMT1 block – human DNMT1 methyltransferase inhibitors, primary screen, biochemical, molecular beacon, fluorescence, HinP1I cleavage, uHTS. DNA (cytosine-5)-methyltransferase 1 (Homo sapiens), P26358. inhibition (reported as % activation of signal), % at 10 µM. 360,000 tested, 0.83% active; in the data active means inhibition above about 50%
Numbers without * were called inactive.

CC(C)(C)c1ccc(C(=O)c2c[nH]c(C(=O)NCCc3ccccn3)c2)cc1 was read as Rpn11 inh inactive, MT1-MMP act inh 3, Scp1 inh -3, STEP inh 0, SKN-1 block -5, NRP1-CendR mod -6, NadD block -8, SUMO1 PPI mod -2, LMPTP block -0.7 and DNMT1 block -6.
For Cc1cc(N2CCOCC2)n2nc(C)c(-c3ccc(Cl)cc3)c2n1 the results were Rpn11 inh inactive, MT1-MMP act inh 2, Scp1 inh -7, STEP inh -1, SKN-1 block -15, NRP1-CendR mod 1, NadD block -3, SUMO1 PPI mod -17, LMPTP block 2.2 and DNMT1 block -3.
CCOc1ccc(C(=O)NCC(=O)NCC(c2ccco2)N2CCCCC2)cc1 (stereo not drawn) was read as Rpn11 inh inactive, MT1-MMP act inh 1, Scp1 inh -7, STEP inh -1, SKN-1 block 0, NRP1-CendR mod -5, NadD block 0, SUMO1 PPI mod -1, LMPTP block -0.9 and DNMT1 block 1.
Screening COc1ccccc1C(=O)OCC(=O)NC1CCCC1 returned Rpn11 inh inactive, MT1-MMP act inh -2, Scp1 inh -12, STEP inh 3, SKN-1 block -15, NRP1-CendR mod -4, NadD block -2, SUMO1 PPI mod 2, LMPTP block -1.3 and DNMT1 block 3.
For CCN(CCn1cccn1)Cc1cn[nH]c1-c1cccc2ccccc12 the results were Rpn11 inh inactive, MT1-MMP act inh 4, Scp1 inh -3, STEP inh -2, SKN-1 block -12, NRP1-CendR mod 0, NadD block -7, SUMO1 PPI mod -2, LMPTP block -1.7 and DNMT1 block 14.
For CC(C)(C)c1ccc(C(=O)N2CCC(C(=O)N3CCCCC3)CC2)cc1 the results were Rpn11 inh inactive, MT1-MMP act inh 6, Scp1 inh -6, STEP inh -5, SKN-1 block -13, NRP1-CendR mod 7, NadD block -1, SUMO1 PPI mod 9, LMPTP block 0.4 and DNMT1 block -2.
O=C(Nc1ccccc1)C1CCCCC1 was read as Rpn11 inh inactive, MT1-MMP act inh -2, Scp1 inh -7, STEP inh -1, SKN-1 block 3, NRP1-CendR mod 0, NadD block 2, SUMO1 PPI mod -2, LMPTP block 1.4 and DNMT1 block 0.
For Nc1n[nH]c2cc(=O)n(-c3ccc(Cl)cc3)nc12 the results were Rpn11 inh inactive, MT1-MMP act inh -2, Scp1 inh -7, STEP inh 1, SKN-1 block 1, NRP1-CendR mod 24, NadD block 2, SUMO1 PPI mod -12, LMPTP block -0.7 and DNMT1 block -3.
For CC(C)C(=O)N1CCC1(C)C(=O)Nc1ccc(-n2cncn2)cc1 (stereo not drawn) the results were Rpn11 inh inactive, MT1-MMP act inh 1, STEP inh -3, SKN-1 block 1, NRP1-CendR mod -11, NadD block 2, SUMO1 PPI mod -1, LMPTP block -1.0 and DNMT1 block 2.
For COc1ccc(S(=O)(=O)N2CCC(C(=O)NCCC3=CCCCC3)CC2)cc1C the results were Rpn11 inh inactive, MT1-MMP act inh -5, Scp1 inh -3, STEP inh 2, SKN-1 block 0, NRP1-CendR mod 10, NadD block -2, SUMO1 PPI mod -1, LMPTP block 2.0 and DNMT1 block 4.

The closing two entries of the section before lead into the next.
For CC(C)C(=O)N1CCC1(C)C(=O)Nc1ccc(-n2cncn2)cc1 (stereo not drawn) the results were Rpn11 inh inactive, MT1-MMP act inh 1, STEP inh -3, SKN-1 block 1, NRP1-CendR mod -11, NadD block 2, SUMO1 PPI mod -1, LMPTP block -1.0 and DNMT1 block 2.
For COc1ccc(S(=O)(=O)N2CCC(C(=O)NCCC3=CCCCC3)CC2)cc1C the results were Rpn11 inh inactive, MT1-MMP act inh -5, Scp1 inh -3, STEP inh 2, SKN-1 block 0, NRP1-CendR mod 10, NadD block -2, SUMO1 PPI mod -1, LMPTP block 2.0 and DNMT1 block 4.
`CCOc1ccc(-c2noc(CCC(=O)NC3CCCC3)n2)cc1OC` gave Rpn11 inh inactive, MT1-MMP act inh -1, Scp1 inh 22, STEP inh -1, SKN-1 block -11, NRP1-CendR mod 5, NadD block -3, SUMO1 PPI mod 0, LMPTP block 0.0 and DNMT1 block 1.
CC(C)NC(=S)NN=C1CCCCCCCCCCC1 was read as Rpn11 inh inactive, MT1-MMP act inh 2, Scp1 inh 3, STEP inh 3, SKN-1 block -3, NRP1-CendR mod 2, NadD block 16, SUMO1 PPI mod 7, LMPTP block 2.3 and DNMT1 block 3.
For CC(C)c1ccc(OCC(O)CN2CCN(c3ccccn3)CC2)cc1 (stereo not drawn) the results were Rpn11 inh inactive, MT1-MMP act inh 6, Scp1 inh 1, STEP inh -2, SKN-1 block -15, NRP1-CendR mod 9, NadD block -1, SUMO1 PPI mod 4, LMPTP block -1.9 and DNMT1 block -1.
`COc1ccc(NC(=O)c2c3c(nc4ccccc24)CCN(Cc2ccccc2)C3)c(OC)c1` gave Rpn11 inh inactive, MT1-MMP act inh -6, Scp1 inh -3, STEP inh -2, SKN-1 block 11, NRP1-CendR mod -7, NadD block 9, SUMO1 PPI mod 6, LMPTP block 3.6 and DNMT1 block -11.
`Cc1nonc1CN(C)C(=O)CC1C(=O)NCCN1Cc1cccc(C(F)(F)F)c1` (stereo not drawn) gave Rpn11 inh inactive, MT1-MMP act inh -1, Scp1 inh -6, STEP inh 4, SKN-1 block 11, NRP1-CendR mod -9, NadD block -8, SUMO1 PPI mod -1, LMPTP block -2.0 and DNMT1 block -5.
O=C(O)C1=CC[C@@H](c2ccc(Cl)cc2)N(S(=O)(=O)c2ccc(Cl)cc2)[C@H]1c1ccc(Br)cc1 was read as Rpn11 inh inactive, MT1-MMP act inh 0, Scp1 inh -14, STEP inh 2, SKN-1 block 6, NRP1-CendR mod -54, NadD block 12, SUMO1 PPI mod 19, LMPTP block 1.3 and DNMT1 block 14.
`COc1ccc(NS(=O)(=O)c2c(C)n(C)c(=O)n(C)c2=O)cc1` gave Rpn11 inh inactive, MT1-MMP act inh 1, Scp1 inh -9, STEP inh 4, SKN-1 block -1, NRP1-CendR mod 9, NadD block -5, SUMO1 PPI mod 1, LMPTP block -1.5 and DNMT1 block 4.
For OC(CNCC#Cc1ccccc1)c1ccccc1 (stereo not drawn) the results were Rpn11 inh inactive, MT1-MMP act inh 0, Scp1 inh 20, STEP inh 0, SKN-1 block -3, NRP1-CendR mod 13, NadD block -4, SUMO1 PPI mod -3, LMPTP block -1.7 and DNMT1 block -7.
COc1ccc(C(=O)NC=C2C(=O)OC(C)(C)OC2=O)cc1 was read as Rpn11 inh inactive, MT1-MMP act inh -4, Scp1 inh -5, STEP inh -3, SKN-1 block 8, NRP1-CendR mod -19, NadD block 5, SUMO1 PPI mod -1, LMPTP block -1.8 and DNMT1 block 5.
Cc1cc(-c2ccc(C(C)C)c(S(=O)(=O)Nc3ccccn3)c2)on1 was read as Rpn11 inh inactive, MT1-MMP act inh -2, Scp1 inh -4, STEP inh 0, SKN-1 block 20, NRP1-CendR mod 3, NadD block -5, SUMO1 PPI mod 3, LMPTP block -0.5 and DNMT1 block 4.
Screening CCCCn1cnc2cc(C)c(C)cc21 returned Rpn11 inh inactive, MT1-MMP act inh 0, Scp1 inh -1, STEP inh 2, SKN-1 block -5, NRP1-CendR mod -1, NadD block 0, SUMO1 PPI mod 2, LMPTP block 1.1 and DNMT1 block -2.
Screening Cc1sc2ncnc(N3CCC(C(=O)Nc4ccc(Br)cc4Br)CC3)c2c1C returned Rpn11 inh inactive, MT1-MMP act inh 4, Scp1 inh 11, STEP inh 0, SKN-1 block 1, NRP1-CendR mod 4, NadD block 23, SUMO1 PPI mod -13, LMPTP block 3.0 and DNMT1 block -7.
`CCOc1ccc(C2N(c3ccc(F)cc3)C(=O)C3CCCN32)cc1` (stereo not drawn) gave Rpn11 inh inactive, MT1-MMP act inh 1, Scp1 inh -12, STEP inh -4, SKN-1 block 1, NRP1-CendR mod -5, NadD block -3, SUMO1 PPI mod 0, LMPTP block -0.5 and DNMT1 block 0.
For CC(C)C(=O)N1CCN(c2ccccc2NC(=O)c2ccc([N+](=O)[O-])o2)CC1 the results were Rpn11 inh inactive, MT1-MMP act inh 3, Scp1 inh -10, STEP inh 0, SKN-1 block 4, NRP1-CendR mod 8, NadD block -2, SUMO1 PPI mod -29, LMPTP block -0.1 and DNMT1 block -3.
Screening Nc1ncnc2c1ncn2[C@@H]1O[C@H](C(=O)NS(=O)(=O)c2cccs2)[C@@H](O)[C@H]1O returned Rpn11 inh inactive, MT1-MMP act inh 1, STEP inh -2, SKN-1 block -8, NRP1-CendR mod 2, NadD block -3, SUMO1 PPI mod 2, LMPTP block -3.4 and DNMT1 block -1.
Cc1cc(C)c(C#N)c(SCC2COc3ccccc3O2)n1 (stereo not drawn) was read as Rpn11 inh inactive, MT1-MMP act inh -2, Scp1 inh -8, STEP inh 7, SKN-1 block -3, NRP1-CendR mod 10, NadD block 5, SUMO1 PPI mod -1, LMPTP block 0.2 and DNMT1 block -5.

Quoted at random: 2 entries already listed, in no set order.
Cc1cc(C)c(C#N)c(SCC2COc3ccccc3O2)n1 (stereo not drawn) was read as Rpn11 inh inactive, MT1-MMP act inh -2, Scp1 inh -8, STEP inh 7, SKN-1 block -3, NRP1-CendR mod 10, NadD block 5, SUMO1 PPI mod -1, LMPTP block 0.2 and DNMT1 block -5.
For CC(C)C(=O)N1CCN(c2ccccc2NC(=O)c2ccc([N+](=O)[O-])o2)CC1 the results were Rpn11 inh inactive, MT1-MMP act inh 3, Scp1 inh -10, STEP inh 0, SKN-1 block 4, NRP1-CendR mod 8, NadD block -2, SUMO1 PPI mod -29, LMPTP block -0.1 and DNMT1 block -3.

Bioassay records: PubChem BioAssay, Sanford-Burnham Center for Chemical Genomics
